# Screens from PubChem BioAssay.
# S1P4 ag – S1P4 receptor agonists, primary screen, cell-based. hit rate 0.35% among 220,000. S1P4-expressing cell line, agonist reporter assay. activation, % at 4.98 µM. AID 1509, 2009. Sphingosine 1-phosphate receptor 4 (Homo sapiens), O95977; in the data active = activation above about 11%;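 also: 0% = DMSO vehicle and 100% = reference agonist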
# PGE2 EP2 inh – human EP2 receptor antagonists, primary screen, TR-FRET cAMP, C6 glioma cells; Prostaglandin E2 receptor EP2 subtype (Homo sapiens), P43116; C6 glioma cells expressing human EP2; cells stimulated with saturating PGE2; inhibition, % at 25 µM; hit rate 0.52% among 260,000;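 active = percent inhibition above 40 after rounding to a whole number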;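 also: rat C6 glioma host cells with rolipram phosphodiesterase inhibitor present; the protocol text gives 20 µM as final concentration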
# NPY1 pot ag – NPY-Y1 receptor potentiators or agonists, primary screen, cell-based | Neuropeptide Y receptor type 1 (Homo sapiens), P25929 | NPY-Y1 expressing cells, potentiator/agonist activation | activation, % at 3.6 µM | hit rate 0.37% among 220,000; in the data active = activation above about 33%, passing the limit was not always enough;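 also: cells stimulated with NPY at EC10 then isoproterenol at EC100; 0% = low agonist plus stimulus and 100% = saturating agonist plus stimulus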
# NPY-Y2 PAM-ag – NPY-Y2 potentiators or agonists, primary screen, cell-based | cells expressing NPY-Y2, potentiator/agonist read-out | Neuropeptide Y receptor type 2 (Homo sapiens), P49146 | hit rate 0.45% among 220,000 | activation, % at 3.6 µM | AID 1359, 2008; in the data active = activation above about 27%;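 also: cells stimulated with NPY near EC25 plus isoproterenol at EC100; 0% = vehicle plus submaximal agonist and 100% = vehicle plus saturating agonist; some results beyond the cut were filed as inactive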
# eIF4E-4G inh – eIF4E–eIF4G protein interaction inhibitors, primary screen, biochemical, uHTS, TR-FRET, eIF4GI fragment | Eukaryotic translation initiation factor 4E (Mus musculus) + Eukaryotic translation … | TR-FRET eIF4E-eIF4GI(517-606) binding, 2 h | inhibition, % at 21.7 µM | hit rate 0.37% among 220,000 | AID 782, 2007;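 active = inhibition above about 30%, limit read from the data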;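 also: 0% = full FRET control wells and 100% = background wells lacking eIF4GI fragment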
# Target sequence (P63073 whole entry, looked up, the tested form may be a part): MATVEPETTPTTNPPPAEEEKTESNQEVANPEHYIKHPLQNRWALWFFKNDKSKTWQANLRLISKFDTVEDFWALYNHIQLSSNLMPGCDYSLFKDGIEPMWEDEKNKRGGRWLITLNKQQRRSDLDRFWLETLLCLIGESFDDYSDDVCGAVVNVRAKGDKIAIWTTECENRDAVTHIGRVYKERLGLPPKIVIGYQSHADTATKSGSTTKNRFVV
# Target sequence (Q04637 whole entry, looked up, the tested form may be a part): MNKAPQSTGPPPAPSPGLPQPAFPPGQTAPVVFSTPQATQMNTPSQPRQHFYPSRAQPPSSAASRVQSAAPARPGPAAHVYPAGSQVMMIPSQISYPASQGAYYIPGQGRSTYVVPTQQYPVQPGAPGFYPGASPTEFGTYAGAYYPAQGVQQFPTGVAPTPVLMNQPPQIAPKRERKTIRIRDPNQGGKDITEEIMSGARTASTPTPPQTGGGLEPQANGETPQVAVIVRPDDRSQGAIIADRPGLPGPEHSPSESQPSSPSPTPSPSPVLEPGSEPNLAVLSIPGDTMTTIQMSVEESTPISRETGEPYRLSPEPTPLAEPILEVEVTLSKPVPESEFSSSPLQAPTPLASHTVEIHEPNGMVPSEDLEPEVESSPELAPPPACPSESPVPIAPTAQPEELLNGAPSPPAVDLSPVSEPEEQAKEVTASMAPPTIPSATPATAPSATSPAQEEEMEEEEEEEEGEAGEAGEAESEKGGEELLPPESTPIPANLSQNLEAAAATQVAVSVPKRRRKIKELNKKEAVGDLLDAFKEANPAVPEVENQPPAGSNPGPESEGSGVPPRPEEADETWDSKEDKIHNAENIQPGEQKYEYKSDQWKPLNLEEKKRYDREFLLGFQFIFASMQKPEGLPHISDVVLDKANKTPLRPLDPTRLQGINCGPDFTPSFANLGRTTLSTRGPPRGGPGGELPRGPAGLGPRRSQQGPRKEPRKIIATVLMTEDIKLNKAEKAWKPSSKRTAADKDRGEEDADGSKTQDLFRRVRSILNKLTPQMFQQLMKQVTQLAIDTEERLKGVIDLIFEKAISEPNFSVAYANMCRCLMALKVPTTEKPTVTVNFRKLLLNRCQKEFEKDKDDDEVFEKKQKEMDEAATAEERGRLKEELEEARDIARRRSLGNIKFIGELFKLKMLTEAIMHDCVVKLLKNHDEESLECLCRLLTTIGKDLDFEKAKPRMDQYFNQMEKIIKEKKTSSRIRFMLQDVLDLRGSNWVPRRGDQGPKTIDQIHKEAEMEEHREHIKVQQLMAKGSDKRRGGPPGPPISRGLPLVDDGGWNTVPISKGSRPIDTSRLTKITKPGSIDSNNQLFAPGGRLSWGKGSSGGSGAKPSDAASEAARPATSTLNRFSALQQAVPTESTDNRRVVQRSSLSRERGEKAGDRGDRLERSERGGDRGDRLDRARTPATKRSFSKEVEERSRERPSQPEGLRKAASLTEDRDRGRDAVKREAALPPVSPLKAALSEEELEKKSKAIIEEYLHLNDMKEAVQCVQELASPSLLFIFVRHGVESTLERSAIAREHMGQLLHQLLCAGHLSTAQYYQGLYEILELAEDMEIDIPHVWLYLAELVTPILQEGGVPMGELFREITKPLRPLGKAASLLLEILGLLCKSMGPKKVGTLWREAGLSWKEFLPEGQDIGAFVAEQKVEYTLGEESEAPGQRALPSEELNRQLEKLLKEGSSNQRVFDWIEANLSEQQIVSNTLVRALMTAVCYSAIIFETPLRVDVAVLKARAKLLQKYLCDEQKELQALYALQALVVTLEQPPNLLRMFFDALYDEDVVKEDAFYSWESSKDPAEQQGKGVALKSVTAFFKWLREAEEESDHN
# NPY Y1 blocker – NPY-Y1 receptor antagonists, primary screen, cell-based | Neuropeptide Y receptor type 1 (Homo sapiens), P25929 | HEK293-CNG Y1 cells, membrane potential fluorescence; NPY at EC95, then isoproterenol | inhibition, % at 3.6 µM | hit rate 1% among 200,000 | AID 1040, 2008;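 active = inhibition above the campaign mean inhibition of all tested compounds plus 3 SD, cut at about 20% in these data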;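 also: 0% = DMSO wells given NPY plus isoproterenol and 100% = isoproterenol alone without NPY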
#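 Assay system: HEK293 cells with Y1 receptor plus CNG channel | Probe or stimulus: NPY (25 nM), isoproterenol (1 µM), Ro 20-1724 (25 µM) | Timing: Compound incubation 1 h at room temperature, readout 45 min post-stimulation | Measured by: Membrane-potential fluorescent dye readout | Benchmarks: High control isoproterenol alone, low control NPY with isoproterenol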
# EP2 modulator – EP2 receptor modulators, cAMP readout, primary screen, cell-based, HTRF cAMP, PGE2 stimulation; Prostaglandin E2 receptor EP2 subtype (Homo sapiens), P43116; EP2-expressing cells, cAMP HTRF FRET, PGE2 co-stimulation; induction, % at 25 µM; hit rate 0.83% among 260,000;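 active = compounds whose cAMP rise, as percent of the full-agonist control response, exceeds 60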;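 also: rat C6 glioma line stably carrying human EP2 under a CMV promoter; the protocol text gives 20 µM as final concentration; 100% = response of wells given 1 µM PGE2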
# S1P4 antagonist – S1P4 receptor antagonists, primary screen, cell-based. Sphingosine 1-phosphate receptor 4 (Homo sapiens), O95977. S1P4-expressing cells, antagonist mode, reporter read-out. inhibition, % at 4.98 µM. hit rate 0.26% among 220,000. AID 1510, 2009; in the data active = inhibition above about 29%;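 also: 0% = wells stimulated with agonist and 100% = vehicle wells without agonist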
# p97 inhibitor – inhibitors of human p97 ATPase, primary screen, biochemical. AID 1481, 2009. recombinant p97 ATPase, Kinase-Glo ATP luminescence, 3 h. Transitional endoplasmic reticulum ATPase (Homo sapiens), P55072. hit rate 0.42% among 220,000. inhibition, % at 8 µM; in the data active = inhibition above about 15%;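 also: 0% = DMSO vehicle and 100% = wells lacking enzyme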
# * marks the source's active call; other numbers are inactive results; / = no result given; & = joins results of further samples; [ ] = dose if it differs, or a comment. Not all compounds are listed. The share of hits here may be higher or lower than overall.
SMILES,S1P4 ag,PGE2 EP2 inh,NPY1 pot ag,NPY-Y2 PAM-ag,eIF4E-4G inh,NPY Y1 blocker,EP2 modulator,S1P4 antagonist,p97 inhibitor
COCC(=O)Nc1ccc(Nc2ccccc2)cc1,-1.6,16,2,7,5,-6,-22,-13,6
Cc1ccc(C2C(C#N)=C(N)N(c3cccnc3)C3=C2C(=O)CCC3)c(C)c1 (stereo not given),1.3,7,17,-9,0,0,4,-7,1
Cc1nc(-c2cccnc2)sc1C(=O)Nc1cccc(C(F)(F)F)c1,0.0,7,-20,-22,1,9,-19,-10,-1
N#CCC(=O)N/N=C/c1ccc(Cl)cc1,0.1,6,-1,2,-9,/,14,-8,2
Cc1cccc(NC(=O)C2C3C=CC(C4CC34)C2C(=O)O)c1 (stereo not given),-1.2,13,-19,-14,6,-4,53,0,7
Cc1cc(C)nc(NC(=O)/C=C/c2ccccc2Cl)c1,0.0,4,-7,-16,-1,1,11,-3,-2
CCCCCCC(=O)Oc1cccc(N2C(=O)C3CCCCC3C2=O)c1 (stereo not given),1.4,4,-3,15,-3,5,12,13,-3
O=C(NCc1ccco1)c1nn2c(C(F)(F)F)cc(-c3cccs3)nc2c1Br,0.8,11,-10,-1,-17,7,15,10,5
CCN(Cc1ccccc1)C(=O)c1ccc(Cl)cc1[N+](=O)[O-],-0.8,6,-17,2,-1,-3,8,2,-4
CSc1nnc(-c2cc(Br)ccc2N=Cc2c(C)[nH]n(-c3ccccc3)c2=O)c(=O)[nH]1,-1.0,9,3,-11,-3,5,-10,-8,2
COCC(C)n1c(C)cc(C(=O)CSc2ccc(NC(C)=O)cc2)c1C (stereo not given),0.5,15,4,12,23[fluorescence artefact?],4,-8,-5,6
COC(=O)Cc1c(C)c2ccc(OCc3nn[nH]n3)c(C)c2oc1=O,0.5,8,-2,13,1,3,32,-5,5
Cc1ccc(OCCCCn2c(CO)nc3ccccc32)cc1,1.7,11,3,3,-1,2,-51,-14,1
CC(=O)OC(C(=O)NC1CCCCC1)c1ccccc1 (stereo not given),0.6,16,6,-5,6[fluorescence artefact?],0,-9,-1,-4
COC(=O)c1ccc(Oc2ccc3nnc(C)n3n2)cc1,1.0,2,-5,9,15,2,-21,-15,-7
C/C(=N\NS(C)(=O)=O)c1ccc(C)cc1,2.1,2,-16,-9,-6[fluorescence artefact?],4,-3,-22,1
O=C(CN1CCCCC1)N1CCN(S(=O)(=O)c2ccccc2)C1,-1.2,4,-2,1,0,-1,-17,-14,5
CCC(O)C1CCN(Cc2cn(-c3ccc(OC)cc3)nc2-c2cccc(F)c2)CC1 (stereo not given),-1.2,3,-4,-15,3,4,-34,7,1
O=C1c2ccccc2C(=O)N1CCCc1c[nH]c2ccc(Cl)cc12,1.7,7,12,2,0,-2,-8,-5,4
CC(=O)NC1C(Oc2ccc3c(C)cc(=O)oc3c2)OC(COC(C)=O)C(OC(C)=O)C1OC(C)=O (stereo not given),0.2,8,12,-7,2,-1,23,-10,7
Nc1nc(NCC2CCCO2)nc(Nc2ccc(Cl)cc2)c1[N+](=O)[O-] (stereo not given),0.6,8,18,-16,-7,/,11,-6,2
O=C(NC(Cc1c[nH]c2ccccc12)C(=O)O)/C(=C/c1ccc(F)cc1)NC(=O)c1ccccc1 (stereo not given),0.2,1,12,0,-2,/,31,2,4
Cn1cnnc1SCC(=O)Nc1cccc(S(=O)(=O)N2CCOCC2)c1,1.2,12,1,-3,1,-1,-3,4,4
CCCCNC(=O)Oc1cc(CCl)on1,0.4,8,-5,-7,3,2,23,3,5
Cc1ccc(S(=O)(=O)NCCC(=O)NC2CCCC2)cc1,0.9,/,-20,-1,-4[fluorescence artefact?],12,23,-13,-2
CCCN1CCN(C(=S)Nc2ccccc2C(F)(F)F)CC1,1.2,10,-2,-9,6,3,-2,-18,1
Cc1ccc(OCC(=O)Nc2sc3c(c2C#N)CC(C)(C)NC3(C)C)cc1,-1.7,10,-38,-24,2,22*,-72,-6,2
O=C(CN1CCOCC1)N/N=C/c1ccco1,0.7,4,-4,-2,2,1,9,-23,-3
COc1ccc(/C=N/NC(=O)c2cc(-c3cccn3C)n[nH]2)cc1OC,2.1,14,11,-4,-1,-1,18,-21,4
COc1ccc(C2C(C#N)=C(N)Oc3c2oc(CO)cc3=O)c(OC)c1OC (stereo not given),1.0,5,1,5,-1,2,10,6,-7
CCCC(=NCCc1c(C)[nH]c2ccccc12)C1=C(O)CC(c2ccccc2)CC1=O (stereo not given),0.2,7,-10,-7,-2,13,-94,-15,2
O=C(NCc1ccccc1)c1ccc(C(=O)N(C2CCCCC2)C2CCCCC2)cc1,1.4,4,34,-11,0,-4,26,-9,-3
O=C(/C=C/c1ccccc1)C1=C(O)C(=O)N(CCO)C1c1ccc2c(c1)OCO2 (stereo not given),-0.2,5,21,14,2,-3,36,9,1
CCCCP(=O)(CCCC)CCP(=O)(c1ccccc1)c1ccccc1,0.5,4,-6,-7,4,2,20,-8,1
N#Cc1ccccc1CSc1ccc(-c2nc3ccccc3[nH]2)cn1,0.1,15&26,7,-6,-6,-2,-49&-24,-12,4
CCCc1cc(=O)[nH]c(SCC(=O)c2ccc(S(=O)(=O)N3CCCC3)cc2)n1,-0.5,13,9,10,-3[fluorescence artefact?],-2,20,6,6
O=C(Nc1cccnc1)c1cc([N+](=O)[O-])ccc1Cl,1.7,7,19,4,-1,/,18,8,7
CC(C)CNC(=O)c1coc(=O)c(Br)c1,1.4,7,-19,-16,3,1,19,-7,-4
COc1cccc(/C=C/C(=O)c2ccc(C)c([N+](=O)[O-])c2)c1,1.6,10,12,4,1,1,26,-6,6
O=C(NCCCN1CCCC1=O)C1CCN(S(=O)(=O)N2CCOCC2)CC1,0.8,2,-1,-2,5,-6,24,0,4
Cc1nc(NCc2ccco2)c2oc3ccccc3c2n1,1.4,/,-5,-5,-6,4,-39,5,6
O=S(=O)(c1ccc(NC(=S)Nc2ccccc2)cc1)N1CCOCC1,1.2,14,8,8,3[fluorescence artefact?],-2,-26,0,4
Cc1[nH]nc(N=CC2=C(O)CC(c3ccco3)CC2=O)c1-c1ccc(Cl)cc1 (stereo not given),1.0,6,-21,-19,2[fluorescence artefact?],-1,6,-14,-3
O=c1[nH]cnc2c1C1(CCCC1)Cc1ccccc1-2,0.1,6,-21,-14,6,9,53,-9,0
Cc1cc(C)n(-c2c(F)c(F)c(CO)c(F)c2F)n1,-3.1,8,13,12,-5,4,15,-7,3
CCOC(=O)COc1ccc([N+](=O)[O-])cc1,-1.4,7,-16,-5,5,-2,9,12,-3
CCOC(=O)C1(CCc2ccccc2)CCN(C(=O)c2cc(C)nc(C)n2)CC1,0.4,2,4,7,2,1,-22,-18,3
CC(=O)NS(=O)(=O)c1ccc(NC(=O)CSc2ccc(C)cc2)cc1,1.7,8,7,-3,-2,3,2,-2,4
Cc1ccc(N=Nc2ccc(O)c3ncccc23)cc1C,3.4,7,0,-9,1,-7,28,-12,-2
COC(=O)c1[nH]c2ccccc2c1NC(=O)CN1CCN(C/C=C/c2ccccc2)CC1,-0.4,1,-25,7,2,2,-52,-10,6
COC(=O)c1sc2ccccc2c1NC(=O)c1ccc(S(=O)(=O)N2CC(C)CC(C)C2)cc1 (stereo not given),3.2,4,-10,-2,1,10,13,-16,8
CCOC(=O)C1CCCN(Cc2cc(=O)oc3cc(C)c(C(C)C)cc23)C1 (stereo not given),0.8,6,-33,-24,3,1,37,1,-7
CN1CCN(c2nc(-c3ccc(Br)cc3)nnc2-c2ccccc2)CC1,-2.7,8,31,3,-7,-2,-6,15,-7
C=CCn1c(C(CCC(C)C)CC(C)(C)O)n[nH]c1=S (stereo not given),-1.0,9,7,6,-22,2,0,-3,1
O=C(Oc1cccc(N2C(=O)CCC2=O)c1)C1CC(=O)N(c2ccc(Br)cc2)C1 (stereo not given),1.0,12,7,1,2,0,0,-33,2
CCCn1nnc(NC(=O)c2cccnc2Cl)n1,0.2,16,1,-2,-1,-3,27,-31,2
CCOc1c(OC(C)=O)ccc(/C=C/c2ccc3cccc(OC(C)=O)c3n2)c1[N+](=O)[O-],0.2,/,22,24,2[fluorescence artefact?],-12,-7,-4,9
Cc1cccc(C(=O)NCC(=O)N2CC(=O)Nc3ccccc32)c1,0.4,2,14,8,-1,1,-15,-18,1
OCCNCc1ccc(OCc2ccc(Cl)cc2Cl)cc1,-2.7,8,-38,-15,0,11,-38,-39,0
Cn1nnnc1SCC1=C(C(=O)O)N2C(=O)C(NC(=O)Cn3nc(C(F)F)cc3C3CC3)C2SC1 (stereo not given),-0.7,1,3,-12,6,-6,31,-11,4

# Whole records, quoted from the list. Order of values: S1P4 ag	PGE2 EP2 inh	NPY1 pot ag	NPY-Y2 PAM-ag	eIF4E-4G inh	NPY Y1 blocker	EP2 modulator	S1P4 antagonist	p97 inhibitor
# Entry for Cc1cccc(C(=O)NCC(=O)N2CC(=O)Nc3ccccc32)c1 : 0.4	2	14	8	-1	1	-15	-18	1
# Entry for O=C(Oc1cccc(N2C(=O)CCC2=O)c1)C1CC(=O)N(c2ccc(Br)cc2)C1 (stereo not given) : 1.0	12	7	1	2	0	0	-33	2

# Other structures:
SMILES,S1P4 ag,PGE2 EP2 inh,NPY1 pot ag,NPY-Y2 PAM-ag,eIF4E-4G inh,NPY Y1 blocker,EP2 modulator,S1P4 antagonist,p97 inhibitor
Cn1c(N2CCCC2)nc2c1c(=O)n(Cc1cccc(F)c1)c(=O)n2C,1.5,14,-46,8,-10,1,22,-7,2
Cn1cccc1/C=N/NC(=O)c1sc2ccccc2c1Cl,0.4,/,-11,-3,-4,5,-27,0,0
O=C(c1nc2ncccn2n1)N1CCN(c2ccccc2)CC1,-0.2,7,-31,2,-1,-5,18,-13,-2
COCCN(C(=O)Cn1nnc2ccccc21)C(C(=O)NC1CCCCC1)c1ccc(OC)cc1OC (stereo not given),3.3,9,-95,-53,-1,20,38,-19,1
O=C(Cc1ccc(S(=O)(=O)N2CCOCC2)s1)Nc1ccccc1Br,1.6,12,0,-15,2,/,-14,10,7
CC(/C=N\NC(=O)CN1CCN(S(=O)(=O)c2ccc(C)cc2)CC1)=C\c1ccccc1,1.6,4,-2,-4,33*[fluorescence artefact?],-3,3,-13,-7
CCCCNC(=O)Nc1nnc(C(C)(C)C)s1,0.6,7,2,9,3,/,9,7,-11
Cn1c(=O)c2c(nc(CN3CCN(C(=O)c4ccco4)CC3)n2Cc2ccc(F)cc2)n(C)c1=O,-0.6,10,-15,-7,-2[fluorescence artefact?],3,-3,-9,0
CCO[C@@H]1OC(C(=O)NCc2nc3ccccc3[nH]2)=C[C@H](c2csc3ccccc23)[C@H]1CCCO,1.4,10,-17,-35,4,-3,-31,2,7
CCC(=O)Nc1sc(C(=O)N2CCCCC2)c(C)c1C#N,0.4,9&9,5,10,-5[fluorescence artefact?],2,22&13,14,-1
CN(C)/C=N/C(=S)Nc1ccc(Cl)cc1Cl,-0.2,11,29,3,-3,-2,17,-15,2
